Compound activity deposited in PubChem by National Center for Advancing Translational Sciences (NCATS).
Menin MLL FP TR: inhibitors of human menin-MLL interaction, mutant MLL peptide | actives 0.23% (n = 270,000) | Menin + Texas Red MLL mutant peptide, fluorescence polarization | O00255 | Potency, µM (doses to about 61.6 µM), inactives show at the top dose FP activity change, negative = inhibition, actives largely listed as inhibitors; active means well fitted inhibition curve with a large enough effect in the polarisation, with a control signal flat, not every such curve was filed as active; inconclusive means small, poorly fitted or top-dose-only effect, or effect the other way, or a change in a side signal; inactive means no such curve, though single readings can be large or run the other way; the % refers to the polarisation; further: potency means the concentration at half of the fitted maximal effect; % of control where 0% means no effect; many of its hits are not listed in these tables
a7 integrin act: activators of alpha7 integrin expression for muscular dystrophy. actives 0.064% (n = 350,000). Potency, µM (top dose mostly 38.3 µM), without a hit: at the highest dose activation, actives largely listed as activators. alpha7betagal myoblasts, beta-gal FDG fluorescence, 48 h. AID 624291;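 further: potency means the concentration at half of the fitted maximal effect; 100% = response of the positive control SU9516; nearly all actives have a fitted effect of over 60% in size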
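Alpha7betagal+/- myoblasts (passage 13) were plated 16-24 hr, then exposed to compounds (1:260 dilution of DMSO stock) for 48 hours at 37C. After MPER lysis, β-galactosidase reporter activity was read as FDG fluorescence (ex 480/em 540) after 30 minutes.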
TSHR antagonist: human thyrotropin receptor antagonism. TSHR-expressing cells, TSH-stimulated cAMP HTRF, 2 h; stronger effect = lower value. activity change, negative = inhibition, % at 11.5 µM. actives 0.2% (n = 330,000);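 active means activity change below a set negative limit, meaning inhibition stronger than a set level, cut at about -70% in these data; inconclusive means activity change between two set negative limits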; further: on the % scale 0 is the no-effect control and ±100 the full control effect
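Antagonism was scored as loss of TSH-driven cAMP in TSHR cells, stimulated with 4nM TSH (EC80) for 2 hours at 37 deg C and detected by homogeneous HTRF competition immunoassay.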
ASM inhibitor: inhibitors of human secretory acid sphingomyelinase. P17405. placental ASM, HMU-PC fluorogenic substrate, 60 min. Potency, µM (doses to about 57.5 µM), for inactives: at the highest dose activity change, negative = inhibition, usual class: inhibitors. actives 0.006% (n = 340,000). AID 504937; further: potency means the concentration at half of the fitted maximal effect
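Human placenta-derived ASM enzyme was preincubated with compound for 10 minutes at room temperature, then given fluorogenic substrate HMU-PC0 (9 uM final) for 60 minutes at 37 °C; a pH 10 stop preceded fluorescence reading at Ex 386/Em 447 nm.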
AT treatment: potential ataxia-telangiectasia treatments restoring KAP-1 phosphorylation. […] A-T fibroblasts, KAP-1 phosphorylation AlphaLISA; neocarzinostatin DNA damage 30 min before lysis. Potency, µM (doses to about 57.5 µM), for inactives: at the highest dose activation, most hits filed as activators. actives 0.19% (n = 320,000); further: potency means the concentration at half of the fitted maximal effect; % of control where 0% means no effect; nearly all actives have a fitted effect of over 45% in size
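hTERT-immortalized A-T patient fibroblasts ([…]), 500 cells/well in OPTI-MEM, 1% FBS, got compounds for 60 min, then NCS for 30 min at 37C. Lysates were then assayed for phospho-KAP-1 by AlphaLISA (anti-pKAP1 donor, anti-KAP1 acceptor beads), 6 hr at 25C.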
MBNL1-CUG inh: blocks human MBNL1 binding to CUG repeat RNA. Q9NR56. TR-FRET MBNL1-His/biotin-(CUG)12 binding, 665/545 ratio. Potency, µM (highest dose often 57.5 µM), inactives show at the top dose activity change, negative = inhibition, most hits filed as inhibitors. actives 0.036% (n = 280,000). AID 2675; active means well fitted inhibition curve with a large enough effect in the signal ratio, with a control signal flat, not every such curve was filed as active; inconclusive means small, poorly fitted or top-dose-only effect, or effect the other way, or a change in a side signal; inactive means no such curve, though single readings can be large or run the other way; the % refers to the signal ratio; further: potency means the concentration at half of the fitted maximal effect; on the % scale 0 is the no-effect control and ±100 the full control effect
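His-tagged MBNL1 binding to biotinylated (CUG)12 RNA was measured by TR-FRET using terbium anti-His antibody (0.055 ng/ul final) and streptavidin-XL665 (5 nM final). Compounds were titrated 92 nM to 58 uM; 60 min at room temperature.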
CXXC DNA block: blocks binding of human MLL CXXC domain to DNA | Q03164 | MLL-CXXC / FITC-HOXA9 DNA fluorescence polarization | Potency, µM (highest dose often 115 µM), without a hit: at the top dose activity change, negative = inhibition, usual class: inhibitors | actives 0.037% (n = 290,000) | AID 2662; active means well fitted inhibition curve with a large enough effect in the polarisation, with a control signal flat, not every such curve was filed as active; inconclusive means small, poorly fitted or top-dose-only effect, or effect the other way, or a change in a side signal; inactive means no such curve, though single readings can be large or run the other way; the % refers to the polarisation; further: potency means the concentration at half of the fitted maximal effect
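Purified MLL-CXXC (added from a 7 uM solution) was preincubated 5 min at ambient with pinned compounds in 50 mM Tris-HCl pH 7.5, 50 mM NaCl, 1 mM DTT, 0.05% BSA. Fluorescein-labeled HOX-A9 DNA (50 nM solution) followed, 30 min, then polarization read.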
TSG101-PTAP inh: blocks PTAP/TSG101 interaction to inhibit HIV-1 budding; Q99816; Fluorescence polarization, FITC-PTAP peptide / Tsg101 binding; Potency, µM (titrated, usually from 115 µM), for inactives: at the highest dose activity change, negative = inhibition, actives largely listed as inhibitors; 340,000 tested, under 10 active; AID 493005; active means well fitted inhibition curve with a large enough effect in the main read-out, with a control signal flat, not every such curve was filed as active; inconclusive means small, poorly fitted or top-dose-only effect, or effect the other way, or a change in a side signal; inactive means no such curve, though single readings can be large or run the other way; further: potency means the concentration at half of the fitted maximal effect; % of control where 0% means no effect
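Tsg101 binding domain (10 uM final) was mixed with compound and a FITC-labeled PTAP peptide (50 nM final) in HEPES pH 7.5 buffer with NaCl, Tween 20, EDTA and TCEP; fluorescence polarization was read after 20 min at r.t.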
Mito fusion yeast: inhibitors of mitochondrial division or activators of mitochondrial fusion; S. cerevisiae fusion-defective mutant growth rescue, CellTiterGlo 48 h; Potency, µM (series often up to 46.1 µM), for the others: at the highest dose growth rescue (activation), actives largely listed as activators; actives 0.23% (n = 320,000); AID 485298;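 further: potency means the concentration at half of the fitted maximal effect; % of control where 0% means no effect; nearly all actives have a fitted effect of over 45% in size; temperature-sensitive fusion mutants such as fzo1-1 at 37 °C on non-fermentable ethanol glycerol medium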
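Growth-rescue viability read-out: after 48 h at the non-permissive 37C in glycerol/ethanol YPEG, yeast mitochondrial fusion mutants are measured by CellTiterGlo luminescence; compounds (23 nl pinned per well) restoring growth score as division inhibitors or fusion activators.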
TCR activator: activators of T cell receptors. Potency, µM (doses to about 9.22 µM), for inactives: at the top dose activation of IL-2 secretion, most hits filed as activators. 330,000 tested, under 10 active. primary human leukocytes, anti-CD3, IL-2 HTRF, 48 h. AID 504894; further: % of control where 0% means no effect
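IL-2 release read by HTRF sandwich (Eu cryptate donor, d2 acceptor, 665 nm emission) after 48 hr exposure of primary human leukocytes to compound together with anti-CD3 beads in the absence of co-stimulatory signals.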
Active calls of the source: *; ? = inconclusive; . = not tested or not shown; [ ] = dose if it differs, or a comment. Unless noted, the call rests on the fitted dose curve; in most records, active means well fitted curve in the direction sought with a large enough effect; inconclusive means small, poorly fitted or top-dose-only effect, or another doubt; inactive means no such curve, though single readings can be large; an effect the other way counts as inactive or inconclusive. Only part of the results is shown (hit frequency here may not be typical).

SMILES	Menin MLL FP TR	a7 integrin act	TSHR antagonist	ASM inhibitor	AT treatment	MBNL1-CUG inh	CXXC DNA block	TSG101-PTAP inh	Mito fusion yeast	TCR activator
COc1ccc(S(=O)(=O)N2CCN3CCCC3C2)cc1 (stereo not drawn)	-6%	-20%	2	-1%	.	3%	-15%	-3%	-2%	-3%
COc1ccccc1CN1CCN(Cc2cc(OC)c(OC)cc2OC)CC1	-8%	0%	18	3%	-7%	-9%	-4%	-2%	-4%	10%
CCC(N=c1cc(-c2ccc(OC)cc2)oc2ccc(C)cc12)C(=O)O (stereo not drawn)	-13%	-15%	-21	.	0%	.	-15%	-1%	-3%	-6%[46.1 µM]
CC(C)=CCC/C(C)=C/CNC(=O)C[C@H]1C[C@H](C(=O)N2CCOCC2)[C@@]2(C)c3[nH]c4ccc(Cl)cc4c3CCN2C1=O	.	-14%	7	-15%	14%	.	.	-3%	.	-6%[46.1 µM]
CC(C)(C)C(=O)NC1CCN(S(=O)(=O)c2cccc(C(F)(F)F)c2)CC1	-1%	12%	-2	-3%	8%	-1%	13%	0%	-4%	-7%
Cc1ccc(S(=O)(=O)NC(C(=O)N2CCOCCOCCOCCOCC2)c2ccccc2)cc1 (stereo not drawn)	12%	-30%	-3	2%	5%	-6%	-8%	1%	-4%	-9%
O=C(O)CC1SC(=Nc2ccc(O)cc2)NC1=O (stereo not drawn)	-7%	13%	0	2%	2%	-2%	2%	1%	3%	.
CCCCc1ccc(NC(=O)CSc2nc3ncccc3[nH]2)cc1	10%	-11%	-4	1%	5%	-4%	10%	0%	21%	-20%
O=C(Cc1coc(-c2ccc(F)cc2)n1)Nc1ccccc1	12%	14%	2	1%	3%	-6%	-2%	0%	-4%	-3%
O=C1C2C3C=CC(C3)C2C(=O)N1CC1CCCO1 (stereo not drawn)	10%	6%	6	3%	-10%	5%	12%	-5%	-1%	-3%
O=C(NCCc1ccccc1)Nc1ccc2c(c1)OCO2	20%	?	1	0%	-3%	-2%	0%	-1%	-1%	-1%
COc1ccc(NC(=O)CN(C)C(=O)CNC(=O)C2CCCCC2)cc1	.	9%	40	0%	22%	-5%	?	-1%	9%	-26%
COC(=O)C1CCN(CC(=O)Nc2ccc(C(=O)Nc3ccccc3OC)cc2)CC1	.	21%	-11	7%	3%	.	.	-1%	0%	-1%
c1ccc(C2[C@H]3CN(CC4CCCCC4)[C@H](c4ccccc4)C34CC2(c2ccccc2)C4)cc1 (stereo partly drawn)	-2%	-1%	-3	-5%	-23%	-4%	7%	-1%	-6%	3%
Cc1cc(C)c(S(=O)(=O)N2CCN(C(=O)N3CCCCC3)CC2)c(C)c1	-17%	-33%	-2	-1%	6%	-4%	3%	-6%	-2%	9%
Cc1ccc(NC(=O)C2C3C=CC4(O3)C2C(=O)N(CCCN2CCCCC2)C4C(=O)NC2CCCCC2)cc1C (stereo not drawn)	0%	7%	-10	-1%	4%	0%	10%	-1%	-7%	0%
Cc1ccc(S(=O)(=O)c2nc(Cc3ccccc3)oc2N2CCOCC2)cc1	.	-13%	-15	2%	-4%	.	.	4%	0%	-2%
CCOC(=O)C(C(=O)Nc1nc2ccccc2s1)C1CCCCC1 (stereo not drawn)	35%[activator]	-2%	-16	-4%	9%	1%	2%	-2%	12%	.
CSCC[C@H](NS(=O)(=O)c1ccc(C)cc1)C(=O)N1CCC(C(=O)N[C@@H](C)C(=O)O)CC1	-14%	24%	-6	1%	17%	3%	-4%	0%	1%	-2%
O=C(CC1Oc2ccccc2NC1=O)NCc1ccccc1 (stereo not drawn)	0%[11.7 µM]	-7%	-11	3%	-2%	4%	-8%	-3%	-2%	1%
Cc1nn(C)c(C(=O)NCc2ccc(Cl)cc2)c1Cl	-4%	-25%	-24	2%	10%	-5%	7%	0%	4%	0%[46.1 µM]
COc1ccc(C(=O)N/C(=C\c2ccccc2)C(=O)NC(CC(C)C)C(=O)O)cc1 (stereo not drawn)	1%	2%	1	7%	2%	-1%	-2%	0%	-3%	6%
Cc1ccc(Nc2cc(C)c3c(O)cccc3n2)cc1C	.	?	3	-7%	17%	7%	?	-1%	4%	1%
O=C(NCCc1c[nH]c2ccccc12)Nc1cccc2ccccc12	?	6%	-6	-8%	6%	7%	15%	-3%	0%	1%
Cc1cc(Cn2nnc3ccccc32)c(O)c(C(C)(C)C)c1	.	-2%	-45	-17%	3%	.	.	-2%	?	7%

Continued:
SMILES	Menin MLL FP TR	a7 integrin act	TSHR antagonist	ASM inhibitor	AT treatment	MBNL1-CUG inh	CXXC DNA block	TSG101-PTAP inh	Mito fusion yeast	TCR activator
N/C(=N\OC(=O)Nc1ccccc1)c1cccc(C(F)(F)F)c1	1%	1%	-43	76%	9%	-15%	51%[activator]	-4%	-1%	-6%
Cc1ccccc1NC(=O)C(=O)NCCc1ccccc1	-4%	-18%	7	0%	2%	-1%	-1%	0%	-5%	4%[46.1 µM]
O=C(Nc1cccc(Cl)c1)C1COc2ccccc2O1 (stereo not drawn)	17%	?	-11	-1%	13%	-8%	2%	0%	3%	12%
OC(COCc1cccs1)CN1CCN(c2cccc(C(F)(F)F)c2)CC1 (stereo not drawn)	-9%	-25%	-9	2%	2%	-8%	10%	2%	4%	-3%[46.1 µM]
O=S(=O)(c1ccc(Cl)cc1)N1CCN(Cc2cccnc2)CC1	-15%	?	-4	1%	-6%	-4%	11%	-3%	15%	0%
COC(=O)c1nnn(-c2nonc2N)c1CSc1ccc(Cl)cc1	21%	10%	-11	-5%	-1%	6%	-5%	-2%	0%	0%
Cc1ccc(N2CC(C(=O)Nc3ccc(N(C)C)cc3)CC2=O)cc1C (stereo not drawn)	-29%	5%	.	0%	3%	-8%	-4%	2%	3%	8%
Cc1ccc(C)c(N2N=C(C(=O)Nc3ccccc3N3CCCC3)CCC2=O)c1	.	24%	32	-10%	-10%	-6%	-4%	-1%	14%	-4%
CCOC(=O)c1ccc(N2C(=O)CC(N3CCC(C(=O)OCC)CC3)C2=O)cc1 (stereo not drawn)	0%	11%	-2	1%	7%	-11%	-2%	1%	-18%	-6%
CCC(=O)NC(c1cccc([N+](=O)[O-])c1)c1c(OC(C)=O)ccc2ccccc12 (stereo not drawn)	5%	-15%	4	-3%	-2%	29%	0%	-6%	6%	13%[46.1 µM]
O=C(CC1C(=O)NCCN1CC1CCCCC1)NCc1ccc(F)cc1 (stereo not drawn)	-4%	12%	-9	14%	3%	-8%	2%	-3%	2%	-1%
C=CCNc1nc(N)c([N+](=O)[O-])c(Nc2cccc(Cl)c2)n1	-6%	5%	-28	-5%	?	-4%	60%[activator]	-2%	-47%[inhibitor]	0%
COCCCNC(=O)c1ccc2c3c(onc13)-c1ccccc1C2=O	.	-66%[inhibitor]	5	-17%	-11%	?	-26%	?	-2%	8%
Cc1ccc(-c2csc3nc4c5ccccc5c(NCCCN(C)C)nn4c(=O)c23)cc1	?	-54%[inhibitor]	4	.	6%	2%	?	1%	4%	10%
COCCN(CCOC)S(=O)(=O)c1ccc(C(=O)Nc2nc(C)c(C(C)=O)s2)cc1	-8%	-8%	2	-7%	7%	22%	-14%	2%	3%	-2%
CCOC(=O)C1=C(C)NC(=O)NC1c1ccc(Br)o1 (stereo not drawn)	6%	1%	29	-2%	0%	1%	-1%	0%	-5%	-7%[46.1 µM]
CCOC(=O)C1=C(C)NC(=O)NC1c1ccc(NC(C)=O)cc1 (stereo not drawn)	-2%	3%	3	4%	5%	3%	-5%	-2%	0%	7%
CC(=O)Nc1ccc(S(=O)(=O)NC(C(=O)O)C(C)O)cc1 (stereo not drawn)	.	0%	?	1%	-15%	-7%	2%	0%	-2%	4%
CCCN(C#N)c1nc(NCC)nc(NC(C)C)n1	-13%	1%	-1	-2%	-3%	4%	4%	-2%	-2%	-3%
CCOC(=O)N1CCN(C(=O)C2CCN(S(=O)(=O)c3ccc(OCC)cc3)CC2)CC1	-2%	11%	57	2%	-2%	-3%	0%	0%	5%	9%
CCOC(=O)c1nnn2c1nc(N1CCOCC1)c1ccccc12	.	31%	-2	0%	8%	-1%	13%	1%	-2%	-1%
